SIRT5 block: SIRT5 desuccinylase inhibitors, primary screen, biochemical, fluorescence imaging, single point, set 5; Purified SirT5, succinyl-peptide AMC, trypsin-coupled fluorescence; inhibition, % at 15 µM; hit rate 1.1% among 330,000; AID 652115, 2013; in the data active = inhibition above about 15%; inconclusive = no clear call, values can overlap the other calls
Target sequence (Q9NXA8 whole entry, looked up): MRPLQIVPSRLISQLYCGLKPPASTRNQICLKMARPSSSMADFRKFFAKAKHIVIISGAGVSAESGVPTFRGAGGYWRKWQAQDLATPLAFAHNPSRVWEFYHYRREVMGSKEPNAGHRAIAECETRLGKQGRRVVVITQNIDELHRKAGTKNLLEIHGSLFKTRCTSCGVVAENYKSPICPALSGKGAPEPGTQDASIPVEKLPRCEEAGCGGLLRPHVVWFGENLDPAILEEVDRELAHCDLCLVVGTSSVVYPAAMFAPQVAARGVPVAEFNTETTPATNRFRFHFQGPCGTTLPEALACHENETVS
PAX8 reporter: inhibitors of PAX8-driven TPO luciferase reporter, primary screen, RMG-I cells, single concentration; SteadyGlo, 24 h; inhibition, % at 12.6 µM; hit rate 1.2% among 360,000; AID 652154, 2013;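 active = mean replicate inhibition at least 60% with every replicate also reaching 60%; inconclusive = only one of the two criteria is met; inactive = mean below 60% and not all replicates reaching 60%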;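 note: luciferase light reporting Pax8 driven TPO promoter activity; plate controls were median of neutral control wells for no effect and mitoxantrone controls for full effect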
CASP6 VEID inh: human caspase-6 inhibitors, primary screen, biochemical, VEID-R110 fluorescence, single point, set 2. P55212. purified caspase-6, Z-VEID-R110 cleavage fluorescence. inhibition, % at 12.5 µM. hit rate 0.53% among 350,000. AID 686996, 2013;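 active = mean inhibition across replicates at least about 35%, with every replicate also reaching that limit, limit read from the data; inconclusive = only one of the two criteria met; inactive = neither criterion met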;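 note: 0% = median of neutral control wells and 100% = no fluorescence left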
Target sequence (P55212 24-179 limits assumed): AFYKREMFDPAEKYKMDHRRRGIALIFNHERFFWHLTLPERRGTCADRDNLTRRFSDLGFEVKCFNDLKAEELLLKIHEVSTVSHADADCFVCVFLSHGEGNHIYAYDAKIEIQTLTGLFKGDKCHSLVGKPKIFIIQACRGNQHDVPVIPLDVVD
Target sequence (P55212 194-293 limits assumed): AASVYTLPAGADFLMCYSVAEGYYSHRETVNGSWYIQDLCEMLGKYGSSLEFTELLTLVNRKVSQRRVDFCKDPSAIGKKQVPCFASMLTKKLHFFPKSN
LGR2 inh: inhibitors of bursicon-induced LGR2 CRE-luciferase signal, primary screen, cell-based, HEK293, CRE-luciferase reporter, bursicon stimulation; Drosophila bursicon receptor LGR2 (rickets); bursicon-stimulated, 4 h; inhibition, % at 9.99 µM; hit rate 0.35% among 380,000; AID 720647, 2013;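 active = drop in luminescence signal, shown as inhibition above about 50% in the replicate tests, limit read from the data, passing the limit was not always enough; inconclusive = probably only some replicates passing the limit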;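 note: agonist challenge used bursicon conditioned medium at about half maximal strength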
EWS-Fli block: EWS/Fli-driven NR0B1 reporter inhibitors, primary screen, A673 cells, NR0B1 luciferase, luminescence, MLPCN library; viability-normalised; inhibition, % at 12.6 µM; hit rate 0.67% among 350,000; AID 651661, 2012;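 active = mean inhibition of at least 50% after viability correction, with every replicate also passing that limit; inconclusive = mean reaches 50% but only one of two replicates passes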;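 note: firefly luciferase signal divided by Alamar Blue viability fluorescence both relative to DMSO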
ARNT TACC3 PPI: disruptors of ARNT/TACC3 protein interaction, primary screen, biochemical, AlphaScreen, single concentration. inhibition, % at 9.99 µM. AID 623870, 2012. Transforming acidic coiled-coil-containing protein 3 (Homo sapiens), Q9Y6A5. hit rate 0.66% among 390,000. AlphaScreen His-ARNT PAS-B/GST-TACC3 binding, luminescence; TACC3 fragment carries E629A point mutation;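 active = mean inhibition of replicates at least 50% and at least half of replicates each reaching 50%; inconclusive = half or more replicates reach 50% but mean below 50%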;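 note: 0% = complete ARNT plus TACC3 wells and 100% = ARNT alone without TACC3; many hits fall short of the cut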
DENV2 CPE: inhibitors of DENV2 cytopathic effect, primary screen, cell-based, plate reader, single concentration; DENV2-infected cells, cytopathic effect rescue; CPE inhibition, % at 9.99 µM; hit rate 1.7% among 350,000; AID 651640, 2012; in the data active = CPE inhibition above about 20%, passing the limit was not always enough; inconclusive = no clear call, values can overlap the other calls; tested in BHK-21 cells;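 note: 0% = median of neutral control wells and 100% = median of positive control wells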
An asterisk follows results filed as active; ? = inconclusive; . = not tested or not shown; & = joins results of further samples.

SMILES	SIRT5 block	PAX8 reporter	CASP6 VEID inh	LGR2 inh	EWS-Fli block	ARNT TACC3 PPI	DENV2 CPE
CCc1nc2ccc(C(=O)NCCOc3ccc(OC)cc3)cn2c1N(C)Cc1ccc(OC)cc1	.	-1	-1	-3	20	.	14
CC1CCN(C(=O)Cn2nnc(-c3ccc(N)cc3)n2)CC1	-5	15	-1	-6	9	6	?
[N-]=[N+]=N[C@@H](CCN1CC[C@H](NC(=O)OCc2ccccc2)CCC1=O)c1ccccc1	-2	14	1	-3	1	3	-12
C/C(=N\NC(=O)c1nc2ccccn2c1C)c1cccc([N+](=O)[O-])c1	-3	-5	2	6	-10	3	.
COc1cc(/C=C/C(=O)OCc2csc(CC(=O)Nc3ccc(C)cc3)n2)ccc1OCC#N	4	-13	0	9	-4	-17	-1
C[C@H]1CN([C@@H](C)CO)C(=O)CCCn2cc(nn2)CO[C@@H]1CN(C)C(=O)Nc1cccc(C(F)(F)F)c1	-6&-9&6	1&12	1&-1&-1	-6&-34	-2&-1&4	1&3	14&1&4
CC(=O)NCCNc1nc2cc(-c3ccc4c(ccn4C)c3)sc2c(=O)n1C	.	-76	3	-14	-45	.	-2
COc1ccccc1CNC(=O)CCS(=O)(=O)Cc1ccc(C)cc1	-1	-3	-2	0	.	-2	-1
Nc1cc(OCC(F)(F)F)cc(OCC(F)(F)F)c1	-1	-13	0	5	2	-14	-2
CC(C)CC#Cc1ccc2c(c1)O[C@@H](CN(C)Cc1cncnc1)[C@@H](C)CN([C@@H](C)CO)S2(=O)=O	-3	.	6	-7	7	1	-6
Cc1cc(C(=O)NCc2ccc(S(N)(=O)=O)cc2)cs1	-2	.	0	-2	3	-5	7
COc1cscc1C(N)=O	.	4	-1	-1	-10	-7	3
CC[C@@H](C)[C@@H](C(=O)N1CCNCC1)n1cc(CCC(=O)O)nn1	-12	-8	-4	3	-7	-14	0
CSCC(=O)N1CCCC(C(=O)c2cc(F)ccc2F)C1 (stereo not given)	7	9	0	11	-4	-19	5
c1ccc(CCOn2ccnc2)cc1	-1	21	-3	-24	-4	0	-7
Cc1cccc(C(=O)N2CCN(S(=O)(=O)c3ccc4c(c3)OCCCO4)CC2)c1[N+](=O)[O-]	1	8	5	4	.	-2	12
O=c1c(Br)c(N2CCCCC2)cnn1-c1ccccc1	.	-126	1	-53	-52	-3	-2
O=C(N/N=C/c1ccco1)C1COc2ccccc2O1 (stereo not given)	.	-26	.	-8	.	-6	.
O=C(COC(=O)Cc1n[nH]c(=O)c2ccccc12)Nc1cccc(C(F)(F)F)c1	-1	1	-3	-6	-7	-2	-2
COc1ccc(N2CCN(CC(=O)N3c4ccccc4CC3C)CC2)cc1 (stereo not given)	1	16	0	5	9	14	-4
COc1cc(/C=C/C(=O)OCC(=O)N2CCN(S(=O)(=O)c3ccc(C)cc3C)CC2)ccc1O	.	15	.	12	.	4	.
NS(=O)(=O)c1ccc(NC(=O)/C=C/c2ccccc2[N+](=O)[O-])cc1	1	7	0	11	18	2	0
CC(=O)C[C@@H](O)CC(=O)[C@@H]1OC(=O)[C@@H](C)CCCCc2ccccc21	.	4	4	.	5	-4	?
CCOC(=O)N1CCN(C2CCCN(C(=O)c3cccc(Cl)c3)C2)CC1 (stereo not given)	6	9	1	-6	-1	-2	-8
Cn1c(SCCC(=O)O)nnc1-c1ccncc1	2	.	14	-1	.	2	-2
Cc1cc(C)cc(N2C(N)=NC(N)=NC2c2ccccc2F)c1 (stereo not given)	-2	8	-7	4	-5	0	0
CC(=O)Nc1ccc(NS(=O)(=O)c2c(Cl)cccc2Cl)cc1	0	-12	2	-7	-1	-1	-2
O=C1CCCCN1CCCC(=O)N1CCCC(Nc2ccc(F)cc2)C1 (stereo not given)	-3	0	3	6	3	20	4
CCCCc1nnc(NC(=O)C2CC(=O)N(c3ccc(C)cc3)C2)s1 (stereo not given)	6	-31	.	-4	9	-2	6
CC(C)CC#Cc1cnc2c(c1)C(=O)N([C@H](C)CO)C[C@H](C)[C@@H](CN(C)Cc1ccccn1)O2	1	.	0	4	9	4	3
CCOc1ccccc1CN1CCN(CCCn2cccn2)CC1CCO (stereo not given)	-3	19	0	-3	-1	.	-1
Cc1nn(CC(=O)Nc2c(F)cc(F)cc2Br)c(=O)c2cccn12	-2	-16	3	13	-8	1	2
O=C(Nc1ccccc1F)N1CC(=O)N2[C@H](CO)[C@@H](c3ccc(-c4ccccc4)cc3)[C@@H]2C1	0	-10	-2	11	2	.	-2
Nc1nc(SC2c3cccc4cccc(c34)C2NS(=O)(=O)c2ccccc2)n[nH]1 (stereo not given)	.	5	.	-3	.	-1	.
Cn1cnnc1SCC(=O)Nc1ccc2nc(SCc3ccccc3Cl)sc2c1	-5	.	-1	-25	.	1	.
CCN(CC(=O)Nc1c(F)cccc1F)C(=O)/C=C/c1ccc(OCC#N)c(OC)c1	1	-8	8	-3	-9	-6	6
COCC(=O)N1C[C@@H](C)[C@H](OC)CN(C)C(=O)c2cc(NC(=O)Nc3cccc(F)c3)ccc2OC[C@H]1C	1	-5	-1	0	3	0	-4
CC(=C/c1ccco1)/C=N/NC(=O)c1ccncc1	4	10	1	0	4	.	3
COc1ccc2c3c([nH]c2c1)[C@@H](CO)N(C)CC31CCN(C(=O)NC(C)C)CC1	.	.	.	12	-2	.	?
COc1ccc(OC)c(S(=O)(=O)ON2C(=O)c3ccccc3C2=O)c1	1	19	-1	5	27	-6	1
CNC[C@H]1OCCCC[C@H](C)Oc2ccc(NC(=O)Nc3ccc4c(c3)OCO4)cc2C(=O)N([C@@H](C)CO)C[C@@H]1C	-1	-7	1	-4	-6	4	?
CNC[C@@H]1Oc2c(NS(=O)(=O)c3ccc(OC)cc3)cccc2C(=O)N([C@H](C)CO)C[C@@H]1C	7	-12	-1	-15	.	-1	-4
CC(C)NC(=O)Nc1ccc2c(c1)C(=O)N([C@@H](C)CO)C[C@@H](C)[C@@H](CN(C)S(=O)(=O)c1ccc(F)cc1)OCCCC[C@@H](C)O2	-6	25	0	0	-3	1	2
CC1CCc2[nH]c3ccc(C(=O)NCC4CCCO4)cc3c2C1 (stereo not given)	1	-73	0	1	-62	8	0
CCC1(C)NC(C(=O)O)Cc2c1[nH]c1ccccc21 (stereo not given)	-2	16	0	8	18	-4	-4
CC(C)c1nc(SCC(=O)Nc2ccc(C(=O)O)cc2)c2c3c(sc2n1)CCCC3	3	-18	-2	-18	2	.	-1
CCc1ccc(C(=O)COC(=O)C(CCSC)NC(=O)C23CC4CC(CC(C4)C2)C3)cc1 (stereo not given)	0	-10	-1	-5	5	-9	2
Cc1ccc(CCNC(=O)c2ccc3nc4ccc(Cl)cc4c(=O)n3c2)cc1	-2	-20	-2	2	29	4	0
CO[C@@H]1CN(C)C(=O)c2ccc(NC(=O)c3ccc(Oc4ccccc4)cc3)cc2OC[C@@H](C)NC[C@H]1C	2	7	-1	-5	11	-2	4
COc1ccc(NC(=O)N2CCCCN3[C@H](CO)[C@H](c4ccc(C#Cc5ccccn5)cc4)[C@@H]3C2)cc1	-1	0	-3	-3	3	11	1

(list continues)
SMILES	SIRT5 block	PAX8 reporter	CASP6 VEID inh	LGR2 inh	EWS-Fli block	ARNT TACC3 PPI	DENV2 CPE
COc1ccc(N=C(NN)c2ccc3ccccc3n2)cc1	-2	.	-1	.	72*	4	0
COc1ccc(Cc2nc3ccc(C(=O)NCCCSC)cc3o2)cc1OC	-2	-28	0	-36	-86	0	-1
O=C(C1=C[C@@H](c2ccc(Br)cc2)C[C@@H](OCCCCO)O1)N1CCOCC1	-1	5&2	-5&-1	-8	0&-3	-5	?
COc1ccc2c3c([nH]c2c1)[C@@H](CO)N(Cc1cccc(Cl)c1)CC31CCN(C(C)=O)CC1	.	.	.	2	2	.	30*
COc1cccc(NC(=O)C2CCN(S(=O)(=O)c3ccc(N4CCCC4=O)cc3)CC2)c1	-2	17	3	31	9	.	-1
Nc1nnc(C(F)(F)F)s1	-3	7	0	-2	0	-3	13
Cc1ccc(S(=O)(=O)Nc2ccc3c(c2)C(=O)N([C@H](C)CO)C[C@@H](C)[C@H](CN(C)S(=O)(=O)c2cccs2)OCCCC[C@H](C)O3)cc1	17*	48	-2	-1	5	14	?
COc1ccc(C(=O)Nc2ccccc2C(=O)N2CCOCC2)cc1Br	-1	4	-3	1	13	-1	3
Cc1noc(C)c1S(=O)(=O)N(C)C[C@H]1OCCCC[C@@H](C)Oc2ccc(NC(=O)Nc3cccc4ccccc34)cc2C(=O)N([C@H](C)CO)C[C@@H]1C	-4	-6	1	-7	-11	-6	1
C[C@H](CO)N1C[C@H](C)[C@H](CN(C)C(=O)NC2CCCC2)Oc2ncc(C3=CCCC3)cc2C1=O	3	.	0	14	-3	.	15
COc1ccc(Cl)cc1NC(=O)CSc1nnc(C2CC2)n1N	-7	10	3	5	5	-2	3
N#Cc1c(NC(=O)COC(=O)C2=COCCO2)sc2c1CCCC2	-6	-15	3	-7	-15	.	-9
COC(=O)c1cc(-c2cccs2)nn1-c1ccccc1	-2	7	-5	-3	6	-3	0
CCCCN(CC)Cc1ccc(CNC(=S)Nc2c(C)cc(C)cc2C)o1	4	-12	-2	11	3	1	0
Cc1ccc(OC(=O)C23CC4CC(CC(C4)C2)C3)c(C)n1	.	-9	.	14	.	-9	.
Cc1noc(C)c1S(=O)(=O)Nc1ccc2c(c1)C(=O)N([C@@H](C)CO)C[C@@H](C)[C@@H](CN(C)C(=O)c1ccncc1)OCCCC[C@@H](C)O2	0	8	-3	4	-10	-5	0
CCC(=O)N1CC2(C1)CN(C(=O)Nc1ccc(F)cc1)[C@@H](CO)c1c2c2ccc(OC)cc2n1C	.	.	.	16	0	.	16
COCc1c(C(=O)NC(C)c2ccc(S(N)(=O)=O)cc2)oc2ccccc12 (stereo not given)	0	-1	9	-3	-4	-9	1
CO[C@H]1CN(C)C(=O)c2cc(NC(=O)Nc3cccc(F)c3)ccc2OC[C@@H](C)NC[C@H]1C	-11	.	.	-2	3	0	5
COc1cc(/C=N/NC(=O)c2ccc3nc[nH]c3c2)ccc1O	-1	-18	-1	2	19	3	-9

Entries shown so far containing a COOH group (4):
SMILES	SIRT5 block	PAX8 reporter	CASP6 VEID inh	LGR2 inh	EWS-Fli block	ARNT TACC3 PPI	DENV2 CPE
CC[C@@H](C)[C@@H](C(=O)N1CCNCC1)n1cc(CCC(=O)O)nn1	-12	-8	-4	3	-7	-14	0
Cn1c(SCCC(=O)O)nnc1-c1ccncc1	2	.	14	-1	.	2	-2
CCC1(C)NC(C(=O)O)Cc2c1[nH]c1ccccc21 (stereo not given)	-2	16	0	8	18	-4	-4
CC(C)c1nc(SCC(=O)Nc2ccc(C(=O)O)cc2)c2c3c(sc2n1)CCCC3	3	-18	-2	-18	2	.	-1

The list continues.
SMILES	SIRT5 block	PAX8 reporter	CASP6 VEID inh	LGR2 inh	EWS-Fli block	ARNT TACC3 PPI	DENV2 CPE
O=C(COC(=O)/C=C/c1ccc(S(=O)(=O)N2CCOCC2)cc1)NCc1ccc(F)cc1	1	13	2	18	-5	6	7
COc1ccc(S(=O)(=O)Nc2ccc3c(c2)C(=O)N([C@@H](C)CO)C[C@H](C)[C@@H](CN(C)C)OCCCC[C@H](C)O3)cc1	2	-7	1	22	.	-1	-3
CC(CN1C(C)CCCC1C)OC(=O)c1ccc(Cl)cc1Cl (stereo not given)	0	-14	2	-1	7	2	-3
COc1cccc(CC(O)CC2c3c(cc4c(c3OC)OCO4)CCN2C)c1 (stereo not given)	-2	5	-2	17	8	9	1
CSCCC(NS(=O)(=O)/C=C/c1ccccc1)C(=O)N1CCC(C)CC1 (stereo not given)	-4	-2	-2	.	.	.	.
CCN(CC)CC(C)CNC(=O)C1(O)c2ccccc2NC(=O)N1c1ccc(Cl)c(Cl)c1 (stereo not given)	-3	5	-1	-24	2	-6	-5
CCOC(=O)C1(CCOc2ccccc2)CCN(Cc2cccn2-c2cccnc2)CC1	-5	20	1	5	5	6	-7
